Compound activity (PubChem BioAssay)
Pf growth 48h: P. falciparum growth inhibition at 48 hours (one generation); P. falciparum luciferase growth in erythrocytes, 48 h; Potency, µM (series often up to 28.7 µM), for the others: top-dose activity change, negative = inhibition, hits mostly inhibitors; hit rate 5.9% among 310,000; AID 504832; note: potency is the fitted concentration of half-maximal effect; % is set by controls: 0 for no effect and ±100 for the full control effect
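Erythrocytes infected with P. falciparum carrying an integrated firefly luciferase reporter (2% hematocrit, 0.1% parasitemia final) were exposed to compounds in RPMI 1640 with 0.5% Albumax at 37 C, 5% CO2. Growth inhibition was scored as reduced luminescence.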
Tb PYK inh: inhibitors of Trypanosoma brucei pyruvate kinase; TbPYK enzyme, Kinase-Glo Plus ATP luminescence, 45 min; hit rate 0.12% among 410,000; Q57TT1; Potency, µM (series often up to 76.8 µM), without a hit: at the top dose activity, negative = inhibition, most hits filed as inhibitors; note: potency is the fitted concentration of half-maximal effect; % is set by controls: 0 for no effect and ±100 for the full control effect; nearly all actives have a fitted effect of over 50% in size
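Screened from lowest to highest concentration, compounds were pinned into TbPYK/substrate mixtures, and ADP (130 uM final) was added. Plates sat at room temperature for 45 min prior to Kinase-Glo Plus detection by luminescence.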
LmPK inhibitor: LmPK (Leishmania mexicana) enzyme inhibition; Q27686; purified LmPK, Kinase-Glo ATP luminescence, 1 h; Potency, µM (doses to about 57.5 µM), inactives show at the top dose activity change, negative = inhibition, actives largely listed as inhibitors; hit rate 0.37% among 290,000; note: potency is the fitted concentration of half-maximal effect; % is set by controls: 0 for no effect and ±100 for the full control effect
Target sequence (Q27686 whole entry, looked up): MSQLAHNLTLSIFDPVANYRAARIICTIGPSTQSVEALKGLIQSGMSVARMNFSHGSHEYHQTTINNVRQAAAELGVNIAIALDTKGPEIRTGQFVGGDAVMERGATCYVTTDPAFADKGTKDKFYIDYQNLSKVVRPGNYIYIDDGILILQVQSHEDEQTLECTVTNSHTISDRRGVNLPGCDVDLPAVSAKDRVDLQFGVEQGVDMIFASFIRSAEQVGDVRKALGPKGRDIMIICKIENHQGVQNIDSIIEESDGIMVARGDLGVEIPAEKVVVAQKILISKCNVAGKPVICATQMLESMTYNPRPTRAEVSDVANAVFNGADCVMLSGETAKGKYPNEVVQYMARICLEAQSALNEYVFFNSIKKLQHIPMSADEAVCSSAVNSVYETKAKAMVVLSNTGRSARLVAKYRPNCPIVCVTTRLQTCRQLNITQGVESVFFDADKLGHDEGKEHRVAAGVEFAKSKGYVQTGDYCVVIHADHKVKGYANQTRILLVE
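Purified LmPK (0.1 nM) converted ADP (0.1 mM) to ATP with PEP (0.5 mM) in imidazole buffer pH 7.2 with KCl and MgCl2, 1 h at room temperature. ATP was read by Kinase-Glo luminescence; data normalized to uninhibited and no-enzyme controls.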
Pf growth 96h: inhibits malaria parasite growth, 96 h | P. falciparum luciferase reporter growth, 96 h | Potency, µM (series often up to 28.7 µM), for the others: at the highest dose activity change, negative = inhibition, most hits filed as inhibitors | hit rate 6.9% among 320,000 | AID 504834; note: potency is the fitted concentration of half-maximal effect; % is set by controls: 0 for no effect and ±100 for the full control effect
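Parasite growth measured via integrated firefly luciferase reporter in P. falciparum. Infected erythrocytes at 2% hematocrit, 0.05% parasitemia final were treated 96 hours at 37 C under 5% CO2, and luminescence was read.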
CHX counter: affects cycloheximide protein synthesis inhibition readout, counter-screen; cell reporter, cycloheximide protein synthesis inhibition counterscreen; max response, %; hit rate 12% among 300,000; in the data active = max response mostly above about 13%, no sharp cut-off; inactive = mostly below about 14%; note: read at 38.3 µM for the half of the compounds with a filed dose; 0% is about no effect
Shiga inhibitor: inhibitors of Shiga toxin in Vero cells; Vero cells, Shiga toxin protein synthesis inhibition reporter; hit rate 9.2% among 290,000; inhibition, % at 38.7 µM; in the data active = inhibition mostly above about 28%, no sharp cut-off; inactive = mostly below about 43%; note: 0% is about no effect
AMA1-RON2 inh: AMA1-RON2 (P. falciparum) interaction inhibition. hit rate 0.2% among 360,000. Potency, µM (doses to about 58.2 µM), for inactives: at the top dose activity change, negative = inhibition, usual class: inhibitors. AlphaScreen AMA1-biotinylated RON2 peptide binding;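 note: potency is the fitted concentration of half-maximal effect; 0% = vehicle wells and -100% = peptide control; nearly all actives have a fitted effect of over 45% in size; some results filed as inactive show a strong effect at the top dose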
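AMA1 (3D7) with his tag at 25 nM final met compounds first, then biotinylated RON2 peptide at 25 nM; detection used donor plus acceptor beads, 10 µg/mL apiece, read by AlphaScreen after 30 min at room temperature.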
Starred values were filed as active, the others as inactive; ? = inconclusive; · = not tested or not shown; [ ] = remark or other dose. Unless noted, calls come from the whole dose curve; as a rule, active = well fitted curve in the direction sought with a large enough effect; inconclusive = small, poorly fitted or top-dose-only effect, or another doubt; inactive = no such curve, though single readings can be large; an effect the other way counts as inactive or inconclusive. Random draw from the library. About 21% of those tested had a hit in this group.

SMILES	Pf growth 48h	Tb PYK inh	LmPK inhibitor	Pf growth 96h	CHX counter	Shiga inhibitor	AMA1-RON2 inh
Cc1ccc(S(=O)(=O)N(CC(=O)NCc2ccccc2Cl)C(=O)N2CCN(C)CC2)cc1	22%	-5%	·	30%	·	·	2%
Cn1c(/C(C#N)=C(\O)c2ccc(Br)s2)nc2ccccc21	28%	0%	3%	71%[activator]	16	10	17%
Cc1ccc(NC(=O)C2CCCN(S(=O)(=O)c3c(C)noc3/C=C/N(C)C)C2)cc1F (configuration not stated)	?	3%	1%	64%[activator]	0	3	-17%
Cc1ccc(S(=O)(=O)NCc2nnc(SCC(=O)Nc3cccc(C)c3C)n2C)cc1	-9%	-2%	3%	·	-3	-6	-12%
CN(Cc1ccccc1)S(=O)(=O)CCNC(=O)c1ccc2c(c1)OCO2	-14%	8%	·	21%	·	·	-11%
CCc1ccc(NC(=O)CNC(=O)c2cn(-c3ccccc3OC)c(=O)c3ccccc23)cc1	·	-3%	10%	?	49	15	-12%
CCOc1ccc(/C=N/n2c(C3CCCCC3)n[nH]c2=S)cc1	?	?	-3%	?	-2	-6	97%[activator]
O=C(C1CC1)N1CCN(c2ccc(F)cc2)CC1	?	3%	4%	?	-4	22	12%
Cc1ccnc(SCC(=O)N2CCN(c3ccccc3)CC2)n1	10%	3%	3%	56%[activator]	7	5	-20%
Cc1nn(C)c2ncc(C(N)=O)c(Oc3ccc(Cl)cc3)c12	34%[activator]	-5%	-1%	0%	-1	-6	-10%
CC[C@H](C)[C@H](NC(N)=O)C(=O)Nc1ccc(C)cc1	8%	-4%	0%	-24%	-7	-5	-2%
CC(=O)Nc1ccccc1OCC(=O)NCCC1=CCCCC1	-3%	0%	-2%	14%	-1	-1	-10%
CCOC(=O)C1(CCCc2ccccc2)CCN(C(=O)c2cnc(C)cn2)CC1	?	7%	8%	22%	-2	6	10%
CC(C)Oc1ccc(C(=O)Nc2ccc([N+](=O)[O-])cc2)cc1	29%[5.75 µM]	-1%	-2%	5%	37*	119*	-1%
O=C(N/N=C1\CCCc2ccccc21)c1cccc([N+](=O)[O-])c1	·	-3%	11%	13%	10	33	6%
O=C(COC(=O)C1CCN(S(=O)(=O)c2cccs2)CC1)Nc1ccc(F)cc1F	-2%	-4%	5%	17%	2	38	0%
COCCCNC(=S)N1CCC(C(=O)c2ccc3c(c2)OCCO3)CC1	-11%	-2%	-4%	-14%	2	15	7%
O=C(NCc1cccnc1)C1CCCN(S(=O)(=O)c2cccc3nsnc23)C1 (configuration not stated)	-6%	4%	-1%	10µM*	-6	-22	-11%
CN1CCCN(S(=O)(=O)c2cccc(C(F)(F)F)c2)c2nc3ccccc3nc21	-17%	-6%	·	17%	·	·	41%[activator]
CN(CC(=O)Nc1ccc(N2CCOCC2)cc1)C(=O)CCNC(=O)c1ccc(Br)cc1	-11%	1%	·	-1%	·	·	-12%
CC(=O)c1ccc(Nc2c3c(nc4ccccc24)CCCC3)cc1	?	0%	13%	-25%	1	-10	-2%
NC(=O)c1nn(-c2ccc(Cl)cc2Cl)c(=O)cc1O	13%	6%	3%	?	-1	-14	26%
COc1ccccc1-n1c(-c2cn(C)nc2C)n[nH]c1=S	16%	?	22µM*	8%	-2	14	18%
S=C(Nc1ccccn1)Nc1ccccc1Cl	-2%	1%	6%	-24%	35*	72*	28%
CCc1c(C)nc2ncnn2c1Nc1ccc(C#N)c(Cl)c1	-17%	8%	-1%	?	39	6	-10%

Compound profiles, from the list above. Screens in order: Pf growth 48h | Tb PYK inh | LmPK inhibitor | Pf growth 96h | CHX counter | Shiga inhibitor | AMA1-RON2 inh
`Cc1nn(C)c2ncc(C(N)=O)c(Oc3ccc(Cl)cc3)c12` as listed: 34%[activator] | -5% | -1% | 0% | -1 | -6 | -10%
`O=C(NCc1cccnc1)C1CCCN(S(=O)(=O)c2cccc3nsnc23)C1` (configuration not stated) as listed: -6% | 4% | -1% | 10µM* | -6 | -22 | -11%
`Cc1ccc(S(=O)(=O)N(CC(=O)NCc2ccccc2Cl)C(=O)N2CCN(C)CC2)cc1` as listed: 22% | -5% | · | 30% | · | · | 2%
`CCc1c(C)nc2ncnn2c1Nc1ccc(C#N)c(Cl)c1` as listed: -17% | 8% | -1% | ? | 39 | 6 | -10%

Next section:
SMILES	Pf growth 48h	Tb PYK inh	LmPK inhibitor	Pf growth 96h	CHX counter	Shiga inhibitor	AMA1-RON2 inh
CCNS(=O)(=O)c1ccc(CCC(=O)NCc2cccnc2)cc1	2%	3%	-2%	?	-1	-2	1%
COc1ccc2[nH]c3nc(SCC(=O)Nc4ccc5c(c4)OCO5)nnc3c2c1	·	10%	1%	0%	-2	11	0%
CCOC(=O)C1=C(C)N=C2SC(CC)C(=O)N2C1c1cccc(F)c1 (configuration not stated)	-5%	-4%	6%	10µM*	-1	8	-9%
O=C(OCc1ccccc1)C1CCCN1C(=O)c1ccccc1[N+](=O)[O-] (configuration not stated)	-1%	-9%	8%	0%	16	3	-3%
O=C(/C=C/c1ccccc1)N1c2ccccc2Sc2ccc(C(F)(F)F)cc21	?	-11%	4%	45%[activator]	-3	1	-9%
Cc1cc(C)cc(OCC(=O)Nc2ccc3c(c2)OCCO3)c1	25%	2%	-3%	-28%	19	37	16%
COC(=O)c1ccccc1NC(=O)C/C(C)=N/NC(=O)CC#N	13%	6%	-1%	?	7	2	56%[activator]
CC(=O)Nc1cccc(OCCCNC(=O)c2ccc(F)cc2)c1	1%	-11%	-4%	-1%	12	21	-4%
Cc1ccc(-c2nnc(COc3cccc(-n4cnnn4)c3)o2)cc1	-12%	2%	-1%	·	2	-3	-11%
COc1cc(C(O)P(=O)(OCC(C)C)OCC(C)C)cc(OC)c1OC (configuration not stated)	16%	-29%	-4%	33%[activator]	-3	-3	0%
O=C(O)c1ccc(Nc2nc3ccccc3nc2NS(=O)(=O)c2cccs2)cc1	34%[activator]	0%	-4%	-3%	-4	-3	-11%
COc1cc(C2=NOC(C(=O)Nc3cccnc3)C2)cc(OC)c1OC (configuration not stated)	-1%	2%	-8%	?	-2	26	-3%
CC(=O)c1c(C)[nH]c(C(=O)Nc2cccc(S(=O)(=O)N3CCCCC3)c2)c1C	9.3µM*	-1%	·	9.3µM*	·	·	-11%
O=C(Nc1ccc(Cl)cc1C(=O)N1CCOCC1)c1cccc([N+](=O)[O-])c1	21%	·	5%	?	-5	-5	·
O=C(Cn1ccc(=O)[nH]c1=O)NCCO	14%	-16%	1%	?	-2	-4	-17%
CC(=O)C1=C(O)C(=O)N(c2ccc(S(=O)(=O)Nc3nccs3)cc2)C1c1ccc(F)cc1 (configuration not stated)	4%	-3%	-1%	?	-4	-3	9%
Cc1cc(C)n2ncc(/C(N)=N/OC(=O)Nc3ccccc3)c2n1	10%	8%	-12%	?	9.6*	16	-16%
COc1ccc(C(=O)NNC(=O)COC(=O)c2sccc2C)cc1	44%[activator]	-8%	·	-9%	·	·	82%[activator]
Cc1ccc(C(=O)NCC(=O)N(C)CC(=O)Nc2ccccc2Br)s1	0%	3%	·	29%	·	·	29%[11.6 µM]
COc1ccc(S(=O)(=O)NCc2ccc(C(=O)N3CCc4ccccc4C3)cc2)cc1	?	-11%	-1%	6.6µM*	-4	-3	3%
CC(=C/c1ccc(C(C)C)cc1)/C=N/NC(=O)Cn1nnnc1N	1%	1%	1%	44%[activator]	13	23	-1%
O=C(Cc1ccccc1)Nc1ccc(NC(=O)c2ccco2)cc1Cl	-10%	7%	-1%	9.3µM*	12	32	5%
COc1ccc(C(=O)Nc2ccccc2C(=O)NC(Cc2ccc(O)cc2)C(=O)NNC(=O)c2ccc(C)cc2)cc1 (configuration not stated)	?	-2%	-1%	?	9	-6	101%[activator]
CCOCC(=O)Nc1nc2ccccc2s1	433%[activator]	-7%	10%	15µM*	48*	125*	-1%
CC(C)=CC(=O)O[C@H]1[C@@H]2[C@H](C)C(=O)O[C@@H]2C[C@@H](C)[C@@H]2[C@@H](O)CC(=O)[C@]21C	34%[activator]	-14%	0%	24%	-7	-5	-22%

Following part:
SMILES	Pf growth 48h	Tb PYK inh	LmPK inhibitor	Pf growth 96h	CHX counter	Shiga inhibitor	AMA1-RON2 inh
O=C(N=Nc1c(O)[nH]c2ccc(Br)cc12)c1cc(-c2cccc3ccccc23)n[nH]1	21%	-1%	1%	42%[activator]	-3	-9	65%[activator]
Cc1ccc(S(=O)(=O)N2CCOCC2)cc1NC(=O)CSc1cccc[n+]1[O-]	-9%	6%	2%	-17%	-4	-16	8%
COC(=O)/C=C1\N/C(=N\c2nc(C)cc(C)n2)N(c2ccc(C)c(C)c2)C1=O	1%	5%	-2%	?	-3	-5	22%
O=S(=O)(NC1=NCCCCC1)c1cccs1	1%	-12%	1%	80%[activator]	-3	28	0%
O=C(COC(=O)c1ccc(CO)cc1)NCc1cccs1	0%	-17%	2%	-9%	20	21	-11%[2.32 µM]
COc1ccc(C(=O)Nc2ccccc2-c2nnn(CC(=O)Nc3ccc4c(c3)OCCO4)n2)cc1	2%	0%	-1%	11%	-1	-3	-6%
CCOCCOC(=O)NCCCCCCNC(=O)OCCOCC	?	2%	2%	?	0	10	-4%
Cc1cc(NS(=O)(=O)c2ccc(NC(=O)Nc3cccc(Cl)c3)cc2)no1	39%[activator]	-4%	5%	9%	1	4	-2%
C=C1C(C(=O)N2CCOCC2)C1C(=O)N1CCOCC1 (configuration not stated)	31%[activator]	1%	-1%	?	-3	-2	-4%
CN1CCN(C(=O)c2cc3c(n(-c4ccccc4)c2=O)CC(C)(C)CC3=O)CC1	19%	0%	5%	·	-1	-17	-11%
CC/C(=N\NC(=O)c1nnn(-c2nonc2N)c1-c1ccc2c(c1)OCO2)c1ccccc1	?	-3%	0%	?	-6	-3	22%
Cc1c(CC(=O)N2CCC(C(N)=O)CC2)c(=O)oc2cc3c(cc12)CCC1(CCCCC1)O3	-20%	6%	-3%	29%	-1	-3	-1%
N#CC1=C(N)Oc2cc(O)ccc2C1C1CCCCC1 (configuration not stated)	-2%	-2%	1%	-12%	-3	-19	-2%
COc1ccccc1C(=O)NCC(=O)OC(C)C(=O)NC(=O)NC1CCCCC1 (configuration not stated)	·	0%	6%	46%[activator]	-2	-5	-6%
O=C1CN=C(c2ccccc2)c2ccccc2N1Cc1ccc(C(F)(F)F)cc1	?	-3%	1%	?	-1	-5	3%
CCOC(=O)N1CCN(C(=O)CN(C)S(=O)(=O)c2ccc(OCC)cc2)CC1	-3%	-1%	0%	36%[activator]	7	-9	-8%
CC1CN(S(=O)(=O)c2cccc(C(=O)NCc3ccco3)c2)CC(C)O1 (configuration not stated)	-1%	-5%	·	?	·	·	0%
Cc1cccc(C2c3[nH]c4ccccc4c3CCN2C(=O)c2noc3c2CCCC3)n1 (configuration not stated)	?	0%	3%	13µM*	1	12	?
COc1ccc(/C=C(\C#N)C(=O)Nc2cc(S(=O)(=O)N3CCCCC3)ccc2N2CCCCC2)cc1	?	-6%	1%	8.3µM*	-2	-2	6%
Cc1ccc(C(=O)NCCSCc2ccccc2)cc1[N+](=O)[O-]	24%	2%	1%	-4%	0	-3	2%
Nc1nc(Nc2ccccc2)nc(NCc2ccccc2)c1[N+](=O)[O-]	?	3%	2%	?	9	-2	-27%
